RGS4 block: inhibitors of human RGS4. actives 0.45% (n = 310,000). AID 463165. B-score at 10 µM. HEK293 M3R/RGS4 inducible, Fluo-4 calcium flux; stronger effect = higher value; triggered by carbachol at its EC20;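 active = B-score, a plate-corrected calcium signal, over three deviations above library mean, with baseline fluorescence within five deviations of library mean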;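 note: RGS4 expression induced by doxycycline in cells with stable M3 receptor; B-score is computed from the integrated fluorescence ratio over baseline after carbachol; higher B-score means a larger calcium signal and so more RGS4 inhibition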
Target sequence (P49798 whole entry, looked up): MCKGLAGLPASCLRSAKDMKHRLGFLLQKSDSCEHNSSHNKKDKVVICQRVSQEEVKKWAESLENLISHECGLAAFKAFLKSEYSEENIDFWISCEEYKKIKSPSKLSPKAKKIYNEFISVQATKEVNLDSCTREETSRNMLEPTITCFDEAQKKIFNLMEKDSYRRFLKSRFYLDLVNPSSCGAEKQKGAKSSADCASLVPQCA
HDAC3 inhib: human HDAC3 inhibition; actives 0.15% (n = 320,000); AID 2718; inhibition, % at 8.3 µM; O15379; recombinant HDAC3, fluorogenic peptide/trypsin coupled, fluorescence; in the data active = inhibition above about 26%, passing the limit was not always enough; inconclusive = no clear call, values can overlap the other calls
Target sequence (O15379 whole entry, looked up): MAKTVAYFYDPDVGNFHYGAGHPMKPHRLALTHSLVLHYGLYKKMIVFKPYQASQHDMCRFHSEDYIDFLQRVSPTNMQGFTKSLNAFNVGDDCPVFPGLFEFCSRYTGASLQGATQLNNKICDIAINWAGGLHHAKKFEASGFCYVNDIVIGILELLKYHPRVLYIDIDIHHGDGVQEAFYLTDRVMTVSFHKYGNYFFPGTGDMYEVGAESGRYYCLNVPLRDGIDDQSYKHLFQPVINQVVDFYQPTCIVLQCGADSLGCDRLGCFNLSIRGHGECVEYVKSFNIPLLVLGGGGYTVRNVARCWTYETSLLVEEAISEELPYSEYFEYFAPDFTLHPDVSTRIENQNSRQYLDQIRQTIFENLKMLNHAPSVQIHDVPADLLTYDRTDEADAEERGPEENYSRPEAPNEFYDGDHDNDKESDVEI
TRPC6 inhibitor: mouse TRPC6 channel inhibition | Q61143 | HEK293-TRPC6, membrane potential dye, ACh-evoked depolarization; stronger effect = lower value | B-score at 10 µM | actives 1.1% (n = 310,000);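 active = B-score under library mean minus 3 SD, initial fluorescence not abnormally high, positive integrated signal ratio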;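 note: B-score derived from integrated fluorescence ratio over the kinetic read; more negative B-score means stronger inhibition of depolarization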
MrgX1 antagonist: antagonists of human MrgX1 receptor | Q96LB2 | MRGX1-HEK293 calcium flux, Fluo-4, BAM8-22 antagonism; stronger effect = lower value | B-score at 10 µM | actives 1.3% (n = 310,000) | AID 588676;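 active = calcium-response B-score plate-corrected more than 3 library SD below zero, starting fluorescence within 5 deviations, no agonist response on first addition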;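 note: peak minus trough fluorescence over baseline after final BAM8-22 challenge near maximal dose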
Target sequence (Q96LB2 whole entry, looked up): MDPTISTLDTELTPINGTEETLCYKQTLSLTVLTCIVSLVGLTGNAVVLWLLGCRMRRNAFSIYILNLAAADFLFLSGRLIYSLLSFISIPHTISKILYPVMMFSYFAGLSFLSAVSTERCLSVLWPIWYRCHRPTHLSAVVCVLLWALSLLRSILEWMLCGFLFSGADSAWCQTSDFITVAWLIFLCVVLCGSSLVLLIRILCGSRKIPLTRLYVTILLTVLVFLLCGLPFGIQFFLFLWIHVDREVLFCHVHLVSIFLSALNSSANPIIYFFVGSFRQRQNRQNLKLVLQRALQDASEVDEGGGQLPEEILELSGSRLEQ
MrgX1 PAM: allosterically activates human MrgX1 receptor signaling. Q96LB2. B-score at 10 µM. actives 0.63% (n = 310,000). AID 588675. MrgX1-HEK293, Fluo-4 calcium flux, FDSS; stronger effect = higher value;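 active = plate-corrected calcium response at least 3 library SD above typical, normal starting fluorescence, not activating the receptor alone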;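 note: compound read alongside a low EC10 to EC30 dose of BAM8-22 agonist; peak minus trough fluorescence over baseline measured at the second addition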
ANO1 block: blocks the mouse calcium-activated chloride channel TMEM16A. actives 1.2% (n = 310,000). HEK293 TMEM16A/YFP iodide influx fluorescence, ionomycin. Q8BHY3. normalized B-score (activity score, 25-100; higher = stronger inhibition) at 10 µM;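 active = ratio plate-corrected score three or more library SD toward inhibition, starting fluorescence score within five deviations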;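 note: score derived from kinetic fluorescence span divided by baseline fluorescence per well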
MrgX1 ag: activates human MrgX1 receptor signaling | Q96LB2 | MrgX1-HEK293 cells, Fluo-4 calcium fluorescence, agonist mode; stronger effect = higher value | B-score at 10 µM | actives 0.44% (n = 310,000) | AID 588627;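 active = calcium response B-score plate-corrected fluorescence ratio at least 3 library SD, with starting fluorescence B-score inside 5 SD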
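Material: MrgX1-expressing HEK293 cells / Dosing: compound as first of three additions / Incubation: overnight seeding, then 1 h dark dye loading / Signal: Fluo-4 NW calcium fluorescence / Evaluation: B-scored fluorescence response ratio / Benchmarks: positive and negative control wells on each plate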
RGS4 act: potentiators or activators of RGS4; HEK293 M3R/inducible RGS4, carbachol calcium flux Fluo4; stronger effect = lower value; B-score at 10 µM; actives 0.92% (n = 310,000); AID 463111;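 active = B-score of the integrated calcium signal more than 4 SD below the library mean, with starting fluorescence not abnormally high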;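 note: negative B-score means reduced calcium response which marks RGS4 activation or potentiation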
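System – HEK293 FlpIn-TREx cells, stable M3R, doxycycline-inducible RGS4 · Reagent – ECmax carbachol challenge · Times – compound preincubation 20 min at room temperature before agonist · Technique – Fluo4 fluorescence kinetic imaging of calcium · Measure – B score of integrated Fluo4 ratio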
SKKanGAS inh: inhibitors of SKKanGAS S. pyogenes growth in kanamycin (SK-promoter or general growth effect) | BacTiter-Glo, 6 h | inhibition, % at 7.5 µM | actives 1.3% (n = 300,000);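 active = mean replicate score, as percent of positive control median, at least 50; inconclusive = mean below 50 but one replicate at or above 50; inactive = mean and every replicate below 50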;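 note: strain carries kanamycin resistance gene driven by streptokinase promoter and grows in 40 µg/ml kanamycin; loss of luminescence reflects streptokinase promoter inhibition or plain growth inhibition; 0% = median of DMSO wells and 100% = positive control at its reference dose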
TMEM16A act: activators or potentiators of mouse TMEM16A chloride channel; Q8BHY3; HEK293 TMEM16A/YFP-H148Q/I152L, iodide quench fluorescence; stronger effect = lower value; B-score at 10 µM; actives 0.3% (n = 340,000); AID 623877;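 active = fluorescence-ratio B-score plate-corrected deviation score at least 3 library SD below zero, with starting fluorescence score within 5 deviations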;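 note: channel opened by trigger with iodide after compound preincubation; score built on the fluorescence ratio of max minus min over baseline; more negative score means more quench and so TMEM16A activation or potentiation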
TRPC6 act: activators of mouse TRPC6 channel. Q61143. AID 2550. B-score at 10 µM. actives 0.13% (n = 310,000). HEK293-TRPC6 membrane potential dye fluorescence; stronger effect = higher value;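 active = B-score of the integrated fluorescence ratio above library mean plus 3 SD, and starting fluorescence ratio within library mean plus 5 SD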;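 note: higher score means more depolarization so channel activation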
Numbers without * were called inactive; i = inactive; ? = inconclusive; · = not tested or not shown.

smiles | RGS4 block | HDAC3 inhib | TRPC6 inhibitor | MrgX1 antagonist | MrgX1 PAM | ANO1 block | MrgX1 ag | RGS4 act | SKKanGAS inh | TMEM16A act | TRPC6 act
CCOC(=O)C1(CC2CC2)CCN(Cc2cn[nH]c2-c2cccc(F)c2)CC1 | i | 0 | i | i | i | i | i | i | -12 | i | i
CCN1CCN(CC(=O)c2cc(Cl)ccc2Cl)CC1 | i | 2 | i | i | i | i | i | i | · | i | i
Cc1cccc(OCCCC(=O)Nc2ccc(S(=O)(=O)Nc3onc(C)c3C)cc2)c1 | i | -4 | i | i | i | i | i | i | 5 | i | i
COC(=O)C1=C(C(=O)OC)[C@@H]2Nc3ccccc3[C@@]23C[C@@H](C(=O)OC)N(C(=O)NC2CCCCC2)C3=N1 | i | -5 | i | i | i | i | i | i | 4 | · | i
COc1ccc(CC(=O)NCC2CCCN(Cc3ccccc3Cl)C2)cc1 (stereo not drawn) | i | 1 | i | i | i | i | i | i | -2 | i | i
Cn1c(CNC(=O)CNC(=O)Cc2ccc(Cl)cc2)cc(=O)n(C)c1=O | i | 1 | i | i | i | i | i | i | -2 | i | i
CC1(C)c2ccccc2N(CC(N)=O)C12C=Cc1ccccc1O2 (stereo not drawn) | i | 8 | i | i | 6.8* | i | i | i | 2 | i | i
CCN(CC(=O)Nc1ccc2c(c1)OCCO2)Cc1cc(=O)oc2c(C)c(C)ccc12 | i | 4 | i | i | i | i | i | i | 4 | i | i
Cc1cc(C)n2nc(C(=O)Nc3ccc(S(=O)(=O)N4CCCCC4)cc3)nc2n1 | i | -4 | i | i | i | i | i | i | -9 | i | i
CCS(=O)(=O)NCc1cn2c(C)csc2n1 | i | 7 | i | i | i | i | i | i | 2 | i | i
COCc1cc(C)nc(OCC(=O)N/N=C/c2ccc(-c3cccc([N+](=O)[O-])c3)o2)c1C#N | i | -2 | i | i | i | i | i | i | 2 | · | i
CCN1C(=O)[C@H]2[C@@H](c3ccc(C)cc3)N3C(=O)N(c4cccc(Br)c4)C(=O)[C@@]3(Cc3ccccc3)[C@H]2C1=O | i | 8 | i | i | i | i | i | i | 1 | i | i
Cc1noc(C)c1S(=O)(=O)N1CCCC(C(=O)NC2CCCCC2)C1 (stereo not drawn) | i | 6 | i | i | i | i | i | i | 5 | i | i
O=C(O)CNC(=O)CC1S/C(=N/N=C2\CSC(=O)N2)NC1=O (stereo not drawn) | i | -1 | i | i | i | i | i | i | -7 | i | i
CN1CCN(c2ccc(NC(=O)c3ccc(C#N)cc3F)cc2Cl)CC1 | i | 1 | i | i | i | i | i | i | -3 | i | i
CCOC(=O)C1(Cc2ccccc2Cl)CCN(S(C)(=O)=O)CC1 | i | 1 | i | i | i | i | i | i | 2 | i | i
O=C(CS(=O)(=O)c1ccccc1)Nc1ccc(S(=O)(=O)Nc2ccccn2)cc1 | i | 1 | i | i | i | i | i | i | -8 | i | i
O=C(CN1CCOc2ccccc21)N1CCCC1 | i | 4 | i | i | i | i | i | i | 0 | i | i
Clc1ccc(-c2nnc3n2CCCCS3)cc1 | i | 1 | i | i | i | i | i | i | -1 | i | i
Cc1cccc(C)c1-n1nnnc1C1(Nc2ccccc2)CCCCC1 | i | -6 | i | i | i | i | i | i | -8 | i | i
CCCn1c(=O)c(C(=O)Nc2c(C)n(C)n(-c3ccccc3)c2=O)c(O)c2ccccc21 | · | -8 | · | i | i | i | i | · | · | i | ·
Cc1nn(CC(=O)Nc2ccc(S(N)(=O)=O)cc2)c(=O)c2ccccc12 | i | 3 | i | i | i | i | i | i | -4 | i | i
O=C(COC(=O)CCc1ccc(S(=O)(=O)N2CCOCC2)cc1)NCc1ccc(Cl)cc1 | i | -2 | i | i | i | i | i | i | 6 | i | i
CCCc1nc(N2CCN(C)CC2)c2sc(=S)n(-c3ccccc3)c2n1 | i | 0 | i | i | i | i | i | i | 3 | i | i
O=C1CCC(=O)N1CCCCCc1nc(-c2ccccc2)no1 | i | -1 | i | i | i | i | i | i | 0 | i | i
O[C@@H]1[C@@H](O)C=C2CCN3Cc4cc5c(cc4[C@H]1C23)OCO5 (stereo partly drawn) | · | 7 | · | i | i | i | i | · | · | i | ·
O=C(N/N=C/c1cc(Br)cc(Cl)c1O)c1ccc2c(c1)OCO2 | i | -3 | i | i | i | i | i | i | 89* | i | i
O=C(O)C(=O)/C(=C\c1cccc2ccccc12)c1ccc2ccccc2n1 | i | 0 | i | i | i | i | i | i | 25 | i | i
CCCNC(=O)Cn1nc([N+](=O)[O-])c([N+](=O)[O-])c1C | i | 4 | i | i | i | i | i | i | 3 | i | i
CC1CCCC(NC(=S)NC(=O)c2cncc(Br)c2)C1C (stereo not drawn) | i | -19 | i | i | i | i | i | i | 19 | i | i
COCCn1c(-c2cccc(Br)c2)nc2c(c(=O)c3ccccc3n2C)c1=O | i | 12 | i | i | i | i | i | i | 12 | i | i
Cc1ccc(Cl)cc1NC(=S)N(CCN(C)C)Cc1cccs1 | i | 5 | i | i | i | i | i | i | 7 | i | i
C=CCn1c(SCC(=O)c2c(N)n(C)c(=O)n(C)c2=O)nnc1-c1ccncc1 | i | 9 | i | i | i | i | i | i | 5 | i | i
CCOc1cc(CN2CCCC(C(=O)c3cccc(C(F)(F)F)c3)C2)ccc1O (stereo not drawn) | i | 7 | i | i | i | i | i | i | -9 | i | i
CCCC(C)c1nnc(NC(=O)CS(=O)(=O)Cc2ccccc2)s1 (stereo not drawn) | i | -2 | i | i | i | i | i | i | 4 | i | i
CCN(c1cccc(C)c1)S(=O)(=O)c1cc2c3c(c1)CCC(=O)N3CCC2 | i | -2 | i | i | i | i | i | i | -2 | i | i
Cc1ccc(C(=O)Nc2nnc(-c3ccc(C(C)(C)C)cc3)s2)cc1 | i | ? | i | i | i | i | i | i | 19 | i | i
COC(=O)c1sc(=S)sc1C(=O)OC | i | 4 | i | i | i | i | i | i | -3 | i | i
COc1ccc(-c2cc(C(=O)N3CCN(c4ccccc4F)CC3)c3ccccc3n2)c(OC)c1 | i | 0 | i | i | i | i | i | -8.4* | 2 | i | i
Cc1occc1-c1nnc(SCC(=O)NCC2CCCO2)n1C (stereo not drawn) | i | 2 | i | i | i | i | i | i | -4 | i | i
CCOC(=O)C1(Cc2ccccc2C)CCCN(C(=O)c2ccnn2C)C1 (stereo not drawn) | i | -10 | i | i | i | i | i | i | -10 | i | i
C=CCNC(=O)CC1Nc2c3ccccc3nc(=S)n2C1=O (stereo not drawn) | i | -1 | i | i | i | i | i | i | -1 | i | i
Cc1cc(C)cc(NS(=O)(=O)Cc2ccccc2)c1 | i | -3 | i | i | i | i | i | i | 4 | i | i
COC(=O)C(Cc1ccccc1)NC(=O)c1cccc(S(=O)(=O)N(C)C)c1 (stereo not drawn) | i | -2 | i | i | i | i | i | i | -5 | i | i
CCN(CC)C(=O)Cn1cc(C(=O)C(=O)NCc2ccco2)c2ccccc21 | i | 7 | i | i | i | i | i | i | -3 | i | i
Cc1ccccc1NC(=O)NCCCN1CCN(c2ccccc2)CC1 | i | -2 | i | i | i | i | i | i | -4 | i | i
COc1ccc(OCC(=O)Nc2nonc2NC(=O)COc2ccc(OC)cc2)cc1 | i | -14 | i | i | i | i | i | i | 7 | i | i
COc1ccc(NC(=O)Cn2c(=O)n(CC(=O)NCc3ccco3)c(=O)c3ccccc32)cc1OC | i | -2 | i | i | i | i | i | i | -6 | i | i
O=C(Cc1ccc(Br)cc1)NCc1ccccc1 | i | -1 | i | i | i | i | i | i | 1 | i | i
CCCS(=O)(=O)N1CCC(C(=O)NCCc2ccc(C)cc2)CC1 | i | -4 | i | i | i | i | i | i | -6 | i | i
Nc1nc(SCC(=O)N2CCOCC2)[nH]c(=O)c1-c1ccccc1 | i | -2 | i | i | i | i | i | i | -9 | i | i
Cn1c(=O)c2c(ncn2Cc2ccccc2)n(C)c1=O | i | · | i | i | i | i | i | i | 1 | i | i
Cc1sc2ncnc(N[C@@H](Cc3c[nH]c4ccccc34)C(=O)O)c2c1C | i | 9 | i | i | i | i | i | i | 5 | i | i
CCOc1ccc(NC(=O)CSc2nnc(CNC(=O)c3cccs3)o2)cc1 | i | 5 | i | i | i | i | i | i | 1 | i | i
COc1cccc(C(c2sc3nc(C)nn3c2O)N2CCC3(CC2)OCCO3)c1 (stereo not drawn) | i | -6 | i | i | i | i | i | i | -16 | i | i
O=S(=O)(c1ccc2c(c1)nc1n2CCC1)N1CCOCC1 | i | 6 | i | i | i | i | i | i | 20 | i | i

(more compounds)
smiles | RGS4 block | HDAC3 inhib | TRPC6 inhibitor | MrgX1 antagonist | MrgX1 PAM | ANO1 block | MrgX1 ag | RGS4 act | SKKanGAS inh | TMEM16A act | TRPC6 act
CC(=O)c1cccc(NC(=O)CC2SC(N3CCCCC3)=NC2=O)c1 (stereo not drawn) | i | 1 | i | i | i | i | i | i | -3 | i | i
COC(=O)[C@@]12CCCCN1[C@H](c1ccc(-c3ccc(C(C)=O)cc3)cc1)[C@@H]1C(=O)N(C)C(=O)[C@@H]12 | i | -1 | i | i | i | i | i | i | 3 | i | i
COc1cccc(CN2CC(C(=O)NC3CCC(O)CC3)CCC2=O)c1 (stereo not drawn) | i | 1 | i | i | i | i | i | i | -3 | i | i
O=C(CN1C(=O)CCSc2ccccc21)Nc1ccccc1 | i | 20 | i | i | i | i | i | i | 2 | i | i
CC(=O)Nc1cccc(C(=O)OCC(=O)NCc2cc(C)c(O)c(C)c2)c1 | i | -3 | i | i | i | i | i | i | 8 | i | i
COc1ccc(NC(=O)CNC(=O)c2ccco2)cc1 | i | 1 | i | i | i | i | i | i | -2 | i | i
N#Cc1nc(COc2ccc(Cl)cc2)oc1N1CCN(Cc2ccccc2)CC1 | i | 8 | i | i | i | i | i | -7* | 11 | i | i
O=C(CSC1=Nc2ccccc2C2=NC(c3ccccc3)C(=O)N12)NC1CCCCC1 (stereo not drawn) | i | -5 | i | i | i | i | i | i | -4 | i | i
COc1ccc(/C=N/N2CCN(C3c4ccccc4-c4ccccc43)CC2)cc1OC | i | 4 | i | i | i | i | i | i | -3 | i | i
N#C/C(=C\c1ccc(OCc2ccccc2)cc1)C(=O)Nc1nc2c(s1)CCN(Cc1ccccc1)C2 | i | 7 | i | i | i | i | i | i | -19 | i | i

Bioassay records (PubChem BioAssay)

Outcome played no part in choosing rows; about 6.7% have a hit in one of these screens.
